hcDAF-12 act: H. contortus DAF-12 nuclear receptor activators, primary screen, cell-based, luminescence, HEK293, lit1-tk-luc reporter; activation, % at 6.8 µM; actives 1.4% (n = 370,000); AID 652067, 2013; HEK293 hcDAF-12 lit1-tk-luc reporter; 0% DMSO, 100% Δ7-dafachronic acid;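 active = activation above the mean of all tested compounds plus 3 SD, cut at about 5.5% in these data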;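 note: 100% = response to 3 µM Δ7-dafachronic acid high control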
GC-B act: human GC-B receptor activators, primary screen, HEK293 GC-B cells, cGMP TR-FRET, EC30 CNP | 0% at EC30 CNP, 100% saturating CNP | activation, % at 10 µM | actives 0.11% (n = 370,000);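 active = activation at 10 µM reaching about 35% in either raw or pattern-adjusted values, limit read from the data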
KLK7 zymogen act: proKLK7 zymogen activators, primary screen, biochemical, fluorescence intensity; Kallikrein-7 (Homo sapiens), P49862; purified proKLK7, EDANS-DABCYL substrate fluorescence; 100% is mature enzyme control, 0% vehicle; activation, % at 7 µM; actives 0.9% (n = 370,000); AID 652039, 2013;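 active = activation above the mean of all tested compounds plus 3 SD, computed per campaign excluding outliers beyond control limits, cut at about 13% in these data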
DAX1 inh-1: DAX1 (NR0B1) inhibitors on StAR promoter, primary screen, cell-based, luminescence, SF-1 (NR5A1), full-length DAX-1; HEK293T StAR-luciferase reporter, SF-1/DAX-1 repression relief; inhibition, % at 6.8 µM; actives 1.1% (n = 370,000); AID 652010, 2013;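 active = inhibition above the mean over all tested compounds plus 3 SD, cut at about 3.6% in these data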;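 note: 0% = DAX-1 cells with DMSO and 100% = cells lacking DAX-1 with DMSO; higher inhibition means more luminescence from relief of DAX-1 repression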
DAX1 inh-2: DAX1 (NR0B1) inhibitors, primary screen, cell-based, HEK293, Gal4-DAX1, luciferase luminescence | inhibition, % at 6.75 µM | HEK293 Gal4-DAX1 luciferase reporter | actives 0.99% (n = 340,000) | AID 504766, 2011;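 active = inhibition above the mean over all tested compounds plus 3 SD, cut at about 4.2% in these data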;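 note: 0% = DAX1-transfected cells with DMSO and 100% = empty-vector control cells with DMSO; inhibition shows as a rise in luminescence from relieved DAX1 repression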
ssDAF-12 act: S. stercoralis DAF-12 nuclear receptor activators, primary screen, cell-based, luminescence, HEK293, GRIP1 co-expression, lit1-tk-luc. Nuclear hormone receptor DAF-12 (Strongyloides stercoralis). HEK293 ssDAF-12/GRIP1 lit1-tk-luc reporter; % of 3 µM dafachronic acid response. activation, % at 6.8 µM. actives 1% (n = 370,000). AID 652126, 2013;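 active = activation above the mean over all tested compounds plus 3 SD, cut at about 0.9% in these data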;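 note: 0% = DMSO-only wells and 100% = 3 µM delta7-dafachronic acid wells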
hgDAF12 agonist: H. glycines DAF-12 receptor agonists, primary screen, cell-based, luminescence, HEK293, GAL4 fusion, UAS-luciferase. Nuclear hormone receptor DAF-12 (Heterodera glycines), GAL4 fusion. HEK293 GAL4-hgDAF12 UAS-luciferase reporter, agonist luminescence; normalized to butyrate control. activation, % at 6.8 µM. actives 1.8% (n = 370,000). AID 687014, 2013;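 active = activation above a cutoff set at the mean of all screened compounds plus 3 SD, cut at about 10% in these data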;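 note: 0% = DMSO wells and 100% = sodium butyrate wells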
GAA850 FXN act: FXN promoter activators, primary screen, cell-based, luciferase luminescence, HEK293 lucGAA850; HEK293 lucGAA850 FXN promoter luciferase reporter, 24 h; percent of 10 µM SAHA response; activation, % at 6 µM; actives 0.56% (n = 360,000);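 active = activation above the average of all compounds screened plus 3 SD, cutoff fixed separately per campaign, cut at about 7.5% in these data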;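 note: 0% = DMSO wells and 100% = 10 µM SAHA wells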
SMARCA2 act: SMARCA2 (BRM) function activators, primary screen, cell-based, luminescence, high throughput; MG213 cells, MMTV-luciferase reporter, dexamethasone, overnight; activation, % at 9.1 µM; actives 1% (n = 370,000); AID 652017, 2013; in the data active = activation above about 7.8%;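 note: 0% = vehicle wells and 100% = reference activator wells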
NPR1 activator: GC-A stimulated cGMP production enhancers – HEK293 GC-A cells, cGMP TR-FRET, EC30 ANP, primary screen; 0% at EC30 ANP, 100% saturating ANP; AID 1671463, 2021; actives 0.14% (n = 370,000); Atrial natriuretic peptide receptor 1 (Homo sapiens), P16066; activation, % at 10 µM; in the data active = activation above about 40%
Target sequence (P16066 whole entry, looked up): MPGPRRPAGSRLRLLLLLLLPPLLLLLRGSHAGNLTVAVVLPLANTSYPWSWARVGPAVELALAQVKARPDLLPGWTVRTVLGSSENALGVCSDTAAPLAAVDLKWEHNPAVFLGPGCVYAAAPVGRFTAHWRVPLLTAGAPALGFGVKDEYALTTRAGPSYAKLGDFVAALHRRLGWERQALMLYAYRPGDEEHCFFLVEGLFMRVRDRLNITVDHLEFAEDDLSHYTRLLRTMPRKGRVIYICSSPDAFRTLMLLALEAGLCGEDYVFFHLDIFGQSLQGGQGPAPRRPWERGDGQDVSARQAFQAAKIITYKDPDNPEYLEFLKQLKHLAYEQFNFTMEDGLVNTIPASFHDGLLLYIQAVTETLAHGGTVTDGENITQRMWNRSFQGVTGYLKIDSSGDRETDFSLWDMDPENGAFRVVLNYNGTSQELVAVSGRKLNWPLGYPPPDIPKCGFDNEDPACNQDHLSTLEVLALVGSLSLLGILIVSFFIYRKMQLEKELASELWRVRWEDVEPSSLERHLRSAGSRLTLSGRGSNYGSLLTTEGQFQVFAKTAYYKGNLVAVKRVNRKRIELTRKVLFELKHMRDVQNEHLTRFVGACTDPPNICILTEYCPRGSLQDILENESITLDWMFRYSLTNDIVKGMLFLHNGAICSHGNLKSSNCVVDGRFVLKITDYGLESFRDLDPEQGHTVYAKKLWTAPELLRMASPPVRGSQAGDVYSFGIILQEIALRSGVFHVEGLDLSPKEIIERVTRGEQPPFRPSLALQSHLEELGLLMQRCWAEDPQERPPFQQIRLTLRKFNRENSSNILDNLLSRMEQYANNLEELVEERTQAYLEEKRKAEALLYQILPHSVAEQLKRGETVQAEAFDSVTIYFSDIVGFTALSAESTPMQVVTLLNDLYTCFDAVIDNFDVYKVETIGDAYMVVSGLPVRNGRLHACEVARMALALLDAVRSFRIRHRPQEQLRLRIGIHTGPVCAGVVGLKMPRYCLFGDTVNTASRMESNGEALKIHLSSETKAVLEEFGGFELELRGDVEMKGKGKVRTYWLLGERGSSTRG
HGIII-sPLA2 inh: human group III sPLA2 inhibitors, primary screen, biochemical, QFRET, BODIPY PC-A2 liposome substrate. QFRET BODIPY PC-A2 liposome hydrolysis, fluorescence. inhibition, % at 12.2 µM. actives 0.56% (n = 370,000). AID 743126, 2013;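 active = inhibition above mean plus 3 SD of compounds lying within the high and low control bounds, cut at about 19% in these data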;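 note: 0% = median of test compound wells and 100% = no enzyme DMSO wells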
Numbers without * were called inactive; x = no result given.

SMILES	hcDAF-12 act	GC-B act	KLK7 zymogen act	DAX1 inh-1	DAX1 inh-2	ssDAF-12 act	hgDAF12 agonist	GAA850 FXN act	SMARCA2 act	NPR1 activator	HGIII-sPLA2 inh
COc1ccccc1/C=C/C=N/NC(=O)c1ccco1	-0.8	-7.1	-1.7	0.4	-0.4	-0.1	4.0	1.4	-1.7	11.5	0.4
COCc1cccc(-c2csc(C(O)c3ccc(OC)cc3)n2)c1 (stereo not given)	-0.4	1.1	0.3	-1.0	x	-1.3	-2.3	0.3	-1.8	-0.3	-25.0
OC(COc1ccc2ccccc2c1)Cn1cncn1 (stereo not given)	-0.8	0.8	0.5	-0.5	-0.1	-0.4	1.4	1.0	4.2	-2.2	2.1
Cc1ccccc1C(=O)Nc1c2c(nc3ccccc13)CCCC2	1.8	-0.4	0.4	-0.3	0.0	-0.7	0.9	-0.5	-2.0	-0.6	3.6
Cc1ccc(S(=O)(=O)N2CCCC(C(=O)NCc3ccco3)C2)cc1 (stereo not given)	-1.7	-2.2	0.1	0.9	x	-1.1	-5.1	x	10.0*	0.1	-0.7
CCSC1=NCCN1C(=O)c1c(-c2ccccc2Cl)noc1C	-0.8	3.8	-0.2	0.2	-0.4	-1.4	-0.4	1.9	-3.4	-0.6	0.9
CC1CCN(c2nc(/C=C/c3ccccc3)nc3ccccc23)CC1	0.5	-7.5	-2.4	0.1	1.5	-1.2	0.9	1.7	-1.5	-1.8	-4.8
CCOc1ccc(NC(C)=O)cc1	-1.6	-0.1	-0.1	0.4	3.0	-1.4	-1.4	0.8	5.9	0.3	0.8
CCN(C[C@H]1N[C@@](C)(C(=O)OC)[C@H]2C(=O)N(C)C(=O)[C@@H]12)S(=O)(=O)c1ccc(-c2ccccc2)cc1	-0.3	-1.3	0.1	0.0	-1.6	-1.1	-0.8	-1.5	-1.5	7.2	-8.1
O=C(Nc1ccccc1Cc1ccccc1)c1ccccc1NS(=O)(=O)c1ccc(Cl)s1	-2.8	6.6	0.3	-3.0	-4.1	-2.5	-10.9	-4.8	-8.5	3.5	-141.7
O=C(Nc1ccccc1)C1CCN(C(=O)c2ccccc2)CC1	-0.6	-2.9	-0.5	-0.3	-0.2	-1.5	0.2	0.8	-4.0	-2.9	6.2
Cc1onc(-c2ccccc2Cl)c1C(=O)Nc1ccc(-c2nnc3n2CCCCC3)cc1	-2.3	1.4	4.6	-0.3	0.9	-0.6	-0.9	1.6	-3.6	0.1	-8.7
O=C(COC(=O)c1cccc(S(=O)(=O)N2CCCC2)c1)Nc1ccc(Cl)cc1	0.9	97.4*	0.3	-1.1	-0.8	-1.4	3.2	0.4	-3.6	0.2	-28.5
Cc1nnc(SCCCn2c(N3CCCCC3)nc3c2c(=O)[nH]c(=O)n3C)s1	-2.4	0.8	0.2	0.5	-1.1	-1.5	-2.9	3.1	-1.0	1.4	-3.3
CCOc1ccc(NC(=O)c2c(OC)cccc2OC)cc1	2.3	-1.9	0.0	-0.4	0.3	-1.1	-0.8	0.5	-0.5	-3.0	-4.1
O=C(NC1CCN(C(=O)NCc2ccccc2)CC1)c1cccc(F)c1	-1.6	0.4	-0.3	-0.5	-2.0	-1.0	-0.6	-0.4	-2.7	5.6	10.8
O=C(Oc1coc(CSc2ncccn2)cc1=O)c1ccc(Br)o1	1.0	9.7	0.3	0.3	-0.1	-0.8	0.6	0.9	-1.8	5.4	3.4
CCCCS(=O)(=O)Nc1ccc2ncn(C)c(=O)c2c1	-2.4	5.7	-34.9	-0.3	0.9	-1.7	2.1	3.1	5.7	0.4	3.4
CC(C)(C)NC(=O)CSc1nc(O)cc(=O)n1-c1ccccc1	-1.8	4.2	0.0	0.1	0.1	-1.6	0.6	1.6	1.2	-0.1	-4.6
COCCCN1C(=O)C(CC(=O)NCC2CCCCC2)CC(C(=O)N(C)C)=C1C (stereo not given)	1.6	1.1	0.6	-1.1	0.8	-1.4	1.6	0.9	-4.5	-1.7	7.6
Cc1ccccc1NC(=O)COC(=O)c1cc(S(=O)(=O)N2CCOCC2)ccc1C	-1.1	0.3	0.0	0.7	-0.9	-0.6	-1.5	0.6	-0.1	2.0	12.4
CCN(CC)CCN(Cc1cc2cc(C)ccc2[nH]c1=O)C(=S)Nc1ccccc1	-0.3	-2.2	-0.4	0.3	0.8	-1.1	-0.3	-11.4	-2.6	-4.6	1.7
Cn1c(COc2ccc(F)cc2)nc2ccccc21	4.1	-5.0	1.0	0.7	2.2	-0.2	9.3	3.6	3.6	2.7	-0.1
CN(NS(=O)(=O)c1ccc(Cl)cc1)c1cnn(C)c(=O)c1Cl	-0.5	-0.3	-0.7	0.4	-1.8	-1.2	-1.7	-0.6	5.3	0.4	-1.0
Nc1nc(Br)c2c(F)cccc2c1-c1ccccc1	0.0	-4.9	1.9	1.4	-0.8	-2.0	0.9	5.0	2.0	-4.5	2.5
SMILES	hcDAF-12 act	GC-B act	KLK7 zymogen act	DAX1 inh-1	DAX1 inh-2	ssDAF-12 act	hgDAF12 agonist	GAA850 FXN act	SMARCA2 act	NPR1 activator	HGIII-sPLA2 inh
O=C1CC(C(=O)N(c2ccccc2)C(C(=O)NC2CCCC2)c2ccncc2)CS1 (stereo not given)	-2.5	-3.2	0.5	-0.3	3.4	-1.3	0.0	0.6	-1.6	-8.5	-0.3
O=C(NCCCCNC(=O)C1CCCC1)C1CCCC1	0.1	4.4	0.0	-0.3	0.6	-1.1	1.9	-0.7	-4.3	0.9	2.5
FC(F)(F)c1nc2ccccc2nc1N/N=C/c1ccc(Cl)cc1	0.5	-4.5	3.4	0.2	0.1	-1.6	-0.8	2.1	-0.2	3.4	-0.8
CCc1ccc(N(CC(=O)NCc2cccnc2)S(=O)(=O)c2ccccc2)cc1	-0.7	-4.9	0.1	-0.5	0.6	-1.2	-0.6	-0.1	1.5	-5.1	2.6
O=C1C(C=NCc2ccccn2)=C(O)c2ccccc21	3.0	-0.4	-2.8	1.9	1.4	-1.3	9.2	5.9	6.9	2.0	-6.0
CC1(C(=O)NC2CCCC2)CCC(=O)N1CCOc1ccccc1 (stereo not given)	1.7	10.9	0.3	-1.0	x	-0.9	0.2	x	-4.2	-3.6	14.9
C[C@H](CO)N1C[C@H](C)[C@@H](CN(C)S(=O)(=O)c2cccs2)Oc2ccc(NS(=O)(=O)c3ccccc3)cc2C1=O	-2.6	-6.4	-0.1	-0.6	0.3	-1.1	-3.1	-1.5	-0.8	1.4	-11.5
COc1cc(C)c(C(N)=O)c(OC)n1	3.3	-0.5	0.4	0.1	-0.6	-0.8	0.5	-2.7	1.9	2.6	2.2
O=C(NCc1cccnc1)C(=O)NCC1OCCCN1S(=O)(=O)c1cc(F)ccc1F (stereo not given)	0.1	-3.1	-0.1	0.8	0.4	-1.7	-0.6	2.9	1.0	0.9	-6.7
COC(=O)c1ccccc1NC(=O)Nc1ccc2c(c1)OCO2	0.3	0.1	-0.5	-0.1	0.0	-0.8	7.9	1.7	4.8	1.5	2.8
COc1cccc(CSc2nc3ccccc3cc2C=O)c1	2.9	-5.4	0.2	-0.6	-1.6	-0.3	-1.6	4.3	1.6	-4.4	0.1
CCN(CC)S(=O)(=O)c1ccc(N2CCCC2)c(NC(=O)Cc2cc(OC)c(OC)c(OC)c2)c1	-1.8	-3.5	-0.4	-0.7	4.7*	-1.0	0.1	8.4*	-1.4	1.6	-3.7
C=CCSC1=C(C#N)C(c2ccccc2C)CC(=O)N1 (stereo not given)	-1.1	3.0	0.4	0.1	0.2	-1.1	3.4	0.6	4.9	0.7	5.9
CC1CCN(C(=O)CCNC(=O)Cn2cnc3sc4c(c3c2=O)CCCC4)CC1	-1.6	-9.1	0.5	-0.6	-0.4	-0.4	-2.5	1.2	-3.5	6.2	0.0
COC(=O)c1cn(CC(C)n2c(=O)c3ccccc3n2Cc2cc(C(C)C)no2)nn1 (stereo not given)	-0.7	-17.8	1.7	0.9	x	-0.7	-3.0	x	-0.2	-17.5	-1.2
Cc1ccc(C)c(NC(=O)COC(=O)Cc2ccsc2)c1	-0.2	2.1	-0.4	-0.1	0.9	-0.8	-0.3	0.7	-1.1	1.1	0.1
CN(C)CCNC(=O)/C(=C/c1ccc(-c2cccc(Cl)c2)o1)NC(=O)c1ccccc1	-0.3	0.2	-0.1	-0.3	-0.2	-0.8	-0.7	1.8	-0.6	0.6	-4.5
Cc1ccc(Cc2c(C)nc3nc(SCC(=O)NCCCN4CCOCC4)nn3c2C)cc1	-1.9	3.1	0.1	0.1	2.2	-2.1	-0.6	1.1	-4.1	0.8	10.2
O=C1CC(c2ccccc2)CC(O)=C1C=Nc1cccc(Cl)c1 (stereo not given)	0.6	-6.6	-0.6	-0.3	0.7	-1.9	-1.9	0.5	0.9	0.4	8.2
O=[N+]([O-])c1ccc(Sc2ncccn2)c([N+](=O)[O-])c1	-1.2	-0.3	0.0	0.1	x	-2.1	0.9	0.6	3.3	6.3	7.3
C/C(=N\NC(=O)c1ccccc1F)c1ccc(C#N)cc1	1.3	-2.8	-0.4	2.7	4.5*	-0.9	5.1	4.4	-0.3	0.3	7.1
Cn1c(=N)n(CC(=O)c2ccccc2)c2ccccc21	18.4*	-1.7	-0.8	2.9	x	2.5*	10.7*	0.4	1.1	2.0	-11.0
Cc1nnc(SC(C)C(=O)Nc2nccs2)s1 (stereo not given)	-0.8	5.6	0.1	-0.6	1.3	-0.9	3.6	-2.8	0.2	3.1	0.8
Nc1n[nH]c(-c2ccccc2)c1-c1ccccc1	0.5	0.7	-0.4	-0.9	1.7	-1.2	0.6	1.9	-2.3	-0.5	4.8
CCN(CC)CCNC(=O)CCc1nn(C)c(=O)c2ccccc12	-2.0	0.1	0.8	0.5	1.2	-1.4	0.5	0.1	-0.3	-2.4	0.4
CC(NC(=O)CSCc1ccc(Br)cc1)c1ccccc1 (stereo not given)	-2.3	2.5	0.7	-0.5	-1.1	-1.2	5.5	-1.6	-4.1	-2.3	-2.8
CCO[C@H]1OC(C(=O)NC2CC2)=C[C@@H](C2CC2)[C@@H]1CCCO	-2.4	4.5	0.7	0.1	1.1	-1.2	-1.7	-0.4	0.2	4.9	2.3
CCOC(=O)N/N=C(\C)c1ccc(Oc2ncccn2)cc1	-0.8	4.1	-0.2	-0.2	-0.3	-1.2	0.7	-1.1	4.2	3.1	1.8
CCOC(=O)C(C(=O)OCC)N(C#N)c1nc(C)cc(C)n1	-1.6	3.3	-0.5	1.0	-0.2	-1.7	1.5	3.4	1.4	0.9	7.4

Outcome played no part in choosing rows; any-hit rate near 6.7%.
